N370S GC = inhibits or activates N370S mutant glucocerebrosidase; N370S GC spleen homogenate, 4MU-glucoside fluorescence; P04062; Potency, µM (doses to about 59.4 µM), inactives show top-dose activity change, negative = inhibition, actives largely listed as inhibitors; AID 2101; 0.092% of 330,000 active;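 note: 0% = full enzyme activity and -100% = no enzyme basal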
DT40 TDP1 no CPT = qHTS for Inhibitors of human tyrosyl-DNA phosphodiesterase 1 (TDP1): qHTS in cells in absence of CPT; 15% of 420,000 active; DT40 Tdp1-/- hTDP1 cells, no CPT, ATP luminescence, 48 h; AID 686978, 2013; Potency, µM (top dose mostly 46.2 µM), inactives show top-dose activity change, negative = growth inhibition, most hits filed as inhibitors; note: nearly all actives have a fitted effect of over 55% in size
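Seeded 400 DT40-hTDP1 cells/well (vehicle DMSO, no 20 nM CPT); pinned compounds; ≥48 hr at 37 °C; CellTiter-Glo luminescence as viability measure.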
TDP1 inh = TDP1 (human) enzyme inhibition; Q9NUW8; 0.28% of 350,000 active; recombinant TDP1, AlphaScreen DNA substrate cleavage; AID 485290; Potency, µM (series often up to 130 µM), for the others: at the highest dose activity change, negative = inhibition, most hits filed as inhibitors; note: nearly all actives have a fitted effect of over 40% in size
Target sequence (Q9NUW8 whole entry, looked up): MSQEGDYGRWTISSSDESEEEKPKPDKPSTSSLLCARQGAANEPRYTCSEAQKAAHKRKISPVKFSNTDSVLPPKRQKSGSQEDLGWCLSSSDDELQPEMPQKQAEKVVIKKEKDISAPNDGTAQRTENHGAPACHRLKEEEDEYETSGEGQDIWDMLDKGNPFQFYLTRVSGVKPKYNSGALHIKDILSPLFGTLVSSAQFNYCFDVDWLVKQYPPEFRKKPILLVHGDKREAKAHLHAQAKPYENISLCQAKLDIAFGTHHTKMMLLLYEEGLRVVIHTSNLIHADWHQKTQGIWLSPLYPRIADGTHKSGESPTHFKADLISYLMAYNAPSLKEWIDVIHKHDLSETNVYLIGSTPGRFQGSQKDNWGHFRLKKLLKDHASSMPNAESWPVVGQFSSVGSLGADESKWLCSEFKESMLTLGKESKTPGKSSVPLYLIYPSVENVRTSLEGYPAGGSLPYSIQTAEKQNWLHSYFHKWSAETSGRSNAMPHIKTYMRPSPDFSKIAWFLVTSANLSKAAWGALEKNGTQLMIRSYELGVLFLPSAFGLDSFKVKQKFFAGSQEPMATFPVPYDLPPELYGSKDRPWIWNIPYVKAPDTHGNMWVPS
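Steps: enzyme plus compound, 15 min RT; add biotin/phosphotyrosine-FITC oligonucleotide (15 nM final), react 5 min; add donor/acceptor beads (10 ug/ml final), 10 min; read AlphaScreen. Tdp1 at 1 nM final.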
An asterisk follows results filed as active; ? = inconclusive; nt = not tested or not shown; & = joins results of further samples; [ ] = another dose, or the depositor's remark. Calls come from the whole dose curve; as a rule, active = well fitted curve in the direction sought with a large enough effect; inconclusive = small, poorly fitted or top-dose-only effect, or another doubt; inactive = no such curve, though single readings can be large; an effect the other way counts as inactive or inconclusive. Unless noted, % is set by controls: 0 for no effect and ±100 for the full control effect; potency is the fitted concentration of half-maximal effect. Not all compounds are listed; rates above refer to the full screens.

SMILES	N370S GC	DT40 TDP1 no CPT	TDP1 inh
COC(=O)C1=C(C)N(CCCC(=O)O)C(=O)NC1c1ccc(-c2ccccc2)cc1 (stereo not given)	3.4%	-7.3%	5.3%
O=C(Cn1ncc2c3ccccc3n(Cc3ccc(F)cc3)c2c1=O)NCc1cccs1	nt	-20.3%	2.5%
CCOC(=O)N/N=C/c1cc(C)n(-c2ccccc2)c1C	-4.3%	?	5.8%
CCOC(=O)[C@@H]1[C@H]2COc3cc(OC)ccc3[C@@H]2N2C(=O)N(c3cccc(C)c3)C(=O)[C@]12C	nt	?	2.0%
Cc1cc2c(=O)[nH]cnc2s1	2.5%	11.2%	-1.4%
O=C(Nc1ccccc1C(=O)N1CCCC1)c1ccc(Cl)c([N+](=O)[O-])c1	-5.9%	?	4.9%
O=S(=O)(N/N=C\c1ccccc1O)c1ccc(Cl)cc1	5.6%	-15.5%	3.8%
CCOC(=O)c1c(NC(=O)CSc2c[nH]c3ccccc23)sc2c1CCCC2	-20.1%	?	2.6%
Cc1ccc(C)c(N2CCN(CCN3CCCCC3)CC2)c1	-1.4%	?	nt
Cc1nc(CNS(=O)(=O)c2cccnc2)cs1	-3.8%	-4.7%	3.3%
COc1cccc(C=Nc2cccnc2)c1O	1.6%	nt	-2.0%
CCOC(=O)Nc1c(C(=O)OC)[nH]c2cc(OC)ccc12	27.2%	20.6µM*	-3.2%
CCC(C(=O)O)N1C(=O)/C(=C/C(C)=C/c2ccccc2)SC1=S (stereo not given)	-3.9%	-2.1%	2.7%
O=C(NCCN1CCOCC1)C(=O)NCc1ccc2c(c1)OCO2	-8.9%	1.2%	4.8%
COCCN(CC(=O)NCC1CCCO1)C(=O)CCC(=O)Nc1ccccn1 (stereo not given)	8.1%	23.1µM*	3.6%
O=C(Nc1cc2c3c(c1)CC(=O)N3CCC2)c1ccc(Br)o1	-4.0%	?	-2.0%
O=C(CSc1nc2ncccc2o1)Nc1cccc(C(F)(F)F)c1	nt	-19.9%	3.2%
CCOc1ccc(NC(=O)CSc2nnc(Cn3cnc4ccccc43)n2C)cc1	3.9%	-3.1%	4.5%[56.1 µM]
Cc1ccc(S(=O)(=O)c2[nH]c(-c3ccccc3)nc2SCC(N)=O)cc1	nt	-1.6%	6.8%
COc1ccccc1CNC(=O)CCCCn1c(=O)c2ccccc2n(CC(=O)Nc2cc(Cl)ccc2C)c1=O	nt	10.3µM*	4.5%
COc1ccc(CCC(=O)NCc2cccc(C(F)(F)F)c2)cc1	-8.0%	-4.1%	nt
Cc1nonc1CN(C)C(=O)c1ccc(OC2CCN(C(=O)c3cccnc3)CC2)cc1	-24.2%	-24.4%	5.4%
CCn1nc(C)c(Br)c1-c1nc(CS(=O)(=O)c2ccsc2)no1	-5.5%	?	3.5%
O=C1COc2ccc(C(=O)COC(=O)c3cnc(Cl)c(Cl)c3)cc2N1	-8.3%	-20.1%	2.7%
Cc1cc(/C=C(\C#N)C(=O)NCc2cccs2)c(C)[nH]1	3.6%	-18.8%	4.8%

Structures listed so far that have fluorine:
SMILES	N370S GC	DT40 TDP1 no CPT	TDP1 inh
O=C(Cn1ncc2c3ccccc3n(Cc3ccc(F)cc3)c2c1=O)NCc1cccs1	nt	-20.3%	2.5%
O=C(CSc1nc2ncccc2o1)Nc1cccc(C(F)(F)F)c1	nt	-19.9%	3.2%
COc1ccc(CCC(=O)NCc2cccc(C(F)(F)F)c2)cc1	-8.0%	-4.1%	nt

Next section
SMILES	N370S GC	DT40 TDP1 no CPT	TDP1 inh
CCN1CCN(c2ccc(S(=O)(=O)N3CCCCC3)cc2NC(=O)Cc2ccc(OC)cc2)CC1	-16.4%	?	1.8%
O=C(CCn1c(=O)c2cccn2c2ccc(F)cc21)NCc1ccccc1F	nt	?	-6.5%
O=C(NCc1ccccc1)c1ccc(Cl)c(S(=O)(=O)N2CCCC2)c1	nt	18.4µM*	-2.0%
Cc1c(Cl)cccc1NC(=O)CNC(=O)CCCc1nc2ccccc2c(=O)[nH]1	?	-15.0%	0.8%
Cc1cc(C)cc(NC(=O)C2CC3CCC2C3)c1 (stereo not given)	4.2%	16.6%	nt
Cc1ccc(C2C(C(=O)c3cc4ccccc4o3)=C(O)C(=O)N2c2cc(C)on2)cc1 (stereo not given)	-0.9%	?	5.1%
O=C(Nc1nc(-c2ccccc2)cs1)c1cccc(S(=O)(=O)N2CCN(Cc3ccccc3)CC2)c1	-29.4%	?	4.2%
O=C(Nc1cc(Br)ccc1O)c1cc(-c2ccco2)on1	-9.1%	?	11.4%
CCCCc1ccc(NC(=O)CSCc2cc(=O)[nH][nH]2)cc1	28.9%	-18.7%	4.5%
CC(=O)N1N=C(c2ccc(C)cc2)OC1c1ccc(C)cc1 (stereo not given)	7.1%	-3.2%	-3.5%
CN1C(=O)C(C)(C)c2cc(S(=O)(=O)N3CCN(c4ccccc4F)CC3)ccc21	-3.4%	23.1µM*	nt
COCCNc1cc(C)nc2c(-c3ccccc3OC)c(C)nn12	-3.7%	-11.4%	2.6%
COc1cccc(CNC(=O)CCS(=O)(=O)c2ccc3c(c2)oc(=O)n3C)c1	-3.5%	23.9%&-0.6%	-0.4%&-3.2%
Cc1ccc(C(=O)O)cc1NC(=O)Nc1cccc2ccccc12	-5.6%	29.9%	2.3%
CCOCCCNC(=O)c1ccc2c(c1)ncn2-c1ccc(CC)cc1	-0.7%	-29.7%	nt
C=CCn1c(C(C)C)nc2ccccc21	11.8%	-14.1%	5.3%
Cc1onc(-c2c(Cl)cccc2Cl)c1C(=O)NC(=S)Nc1sc2c(c1C(N)=O)CCC(C)C2 (stereo not given)	3.8%	?	0.6%
C[C@@H](OC(=O)N(C)Cc1ccccc1)[C@H]1O[C@]2(C)CCCC[C@H]1O2	nt	-27.3%	-1.0%
O=C(NCCOc1ccc(F)cc1)C1CCN(S(=O)(=O)c2ccccc2)CC1	-0.8%	-21.5%	5.4%
Clc1cccc(Sc2ccc(-c3ccccn3)s2)c1	16.6%	-16.2%	-2.9%
Cn1c(=O)n(CC(=O)NC2CCCCC2)c(=O)c2ccccc21	28.8%	?	-3.3%
FC(F)Oc1ccccc1NC(=S)Nc1cccnc1	-0.1%	-0.1%	2.7%
CCCC[C@@H]1C[C@H]1C(NC(=O)c1ccco1)c1ccccc1C(F)(F)F (stereo not given in full)	21.9%	nt	-2.1%
Cc1ccc(C(C)NC(=O)c2c(-c3ccccc3)noc2C)cc1C (stereo not given)	-4.1%	?	2.2%
Cc1ccc2c(c1)NC(=O)C(CC(=O)NCCCN1CCCCC1C)O2 (stereo not given)	-3.1%	1.8%	-2.0%

Molecules listed so far that have an aryl thioether with sulfur outside any ring, in the order listed:
SMILES	N370S GC	DT40 TDP1 no CPT	TDP1 inh
CCOC(=O)c1c(NC(=O)CSc2c[nH]c3ccccc23)sc2c1CCCC2	-20.1%	?	2.6%
O=C(CSc1nc2ncccc2o1)Nc1cccc(C(F)(F)F)c1	nt	-19.9%	3.2%
CCOc1ccc(NC(=O)CSc2nnc(Cn3cnc4ccccc43)n2C)cc1	3.9%	-3.1%	4.5%[56.1 µM]
Cc1ccc(S(=O)(=O)c2[nH]c(-c3ccccc3)nc2SCC(N)=O)cc1	nt	-1.6%	6.8%
Clc1cccc(Sc2ccc(-c3ccccn3)s2)c1	16.6%	-16.2%	-2.9%

(continued)
SMILES	N370S GC	DT40 TDP1 no CPT	TDP1 inh
COCCOc1ccc(C(F)(F)F)cc1NC(=O)COC(=O)C1=COCCO1	5.1%	-17.6%	1.6%
Cn1c(N2CCN(C(=O)NC34CC5CC(CC(C5)C3)C4)CC2)nc2ccccc21	7.8%	-1.1%	1.1%
O=C(CNCc1ccco1)Nc1cccc(S(=O)(=O)N2CCCCC2)c1	-13.0%	-1.3%	6.8%
Cc1c(S(=O)(=O)O)oc2c1C(=O)C(=O)c1c-2ccc2c1CCCC2(C)C	10.3%	-8.8%	7.3%[56.1 µM]
Cc1cccnc1NC(=O)Nc1cccc(Cl)c1	3.0%	-15.7%	3.0%
Cc1cn2c(=O)cc(COC(=O)c3ccc(NC(=O)c4ccccc4C)cc3)nc2s1	nt	-12.1%	3.8%
COc1cccc(C(=O)NC2C(=O)N3C(C(=O)O)=C(COC(C)=O)CSC23)c1 (stereo not given)	nt	-2.5%	-10.3%
COC(=O)c1ccc(NC(=O)c2cccc(C)c2[N+](=O)[O-])cc1	5.0%	-17.2%	-5.5%
Cc1ccc(Cl)cc1N1CCN(C(=O)c2cccn2-c2nnc(N3CCCCC3)s2)CC1	nt	13µM*	-2.6%
CC(C)c1ccc(C(=O)NCc2ccc(Cl)cc2)cc1	24.9%	-13.9%	0.0%
CNC(=S)N(CCc1c(C)[nH]c2ccc(Cl)cc12)Cc1cccnc1	?	?	nt
O=[N+]([O-])c1ccc(CSc2nnc(-c3cccnc3)o2)cc1	0.7%	?	nt
COc1cccc(OCCCn2cc(/C=C3/C(=N)N4C=C(C)SC4=NC3=O)c3ccccc32)c1	12.1%	6.51µM*	-2.8%
CC(C)c1ccc(C2(C)NC(=O)N(CC(=O)N3CCN(C(=O)c4cccs4)CC3)C2=O)cc1 (stereo not given)	nt	-13.3%	-1.4%[56.1 µM]
CC1CC1c1ccc(/C=C(\C#N)C(=O)Nc2cccc(Cl)c2Cl)o1 (stereo not given)	9.7%	?	2.7%
CC(C)C[C@H]1CN=C(Nc2ccccc2)N1CCC1CCCC1	-16.5%	23.1µM*	nt
COCCn1c(SCC(=O)NC2CCCCC2)nc2c(c1=O)SCC2	0.2%	11.6%	5.2%
COc1cccc(C(=O)N2c3ccc(C)cc3C(C)(c3ccccc3)CC2(C)C)c1 (stereo not given)	nt	23.1µM*	-1.3%[12.3 µM]
NS(=O)(=O)c1ccc(NCc2ccccc2OCc2ccc(F)cc2)cc1	4.6%	18.4µM*	9.2%
CCC1CC=CC2C1C(=O)N(Cc1ccccc1)C2c1ccc(OC)c(Cl)c1 (stereo not given)	2.4%	nt	2.6%
Cc1ccc(NC(=O)N2CCN(Cc3nc4ccc(C)cc4o3)CC2)cc1	nt	-29.1%	-1.2%
NNc1nc(-c2ccccc2)cc(-c2ccccc2O)n1	4.1%	?	7.9%
COc1ccc(NC(=S)N2CCN(C(=O)C3CCCO3)CC2)cc1 (stereo not given)	-7.8%	-3.4%	-3.6%
CCCC(=O)Oc1ccc(C2NC(=O)c3ccccc3O2)cc1 (stereo not given)	-7.1%	21.5%	nt
C=CCNC(=S)Nc1ccccc1	-1.1%	0.9%	5.6%
(more compounds)
SMILES	N370S GC	DT40 TDP1 no CPT	TDP1 inh
COc1ccc(N2CCN(C(=O)NCc3noc4ccccc34)CC2)cc1	nt	-28.2%	-2.6%
Cc1ccn2c(=O)nc(SCC(=O)NCCc3ccccc3)nc2c1	-4.9%	-7.7%	nt
COC(=O)[C@@H]1CC2=CC(=O)CC[C@]2(C)[C@@]23O[C@@H]2C[C@@]2(C)[C@H](CC[C@@]24CCC(=O)O4)[C@@H]13	3.3%	nt	0.0%
Cc1ccc2c(c1)N(C(=O)CCC(=O)N1CCCCC1)CCO2	-5.9%	-12.2%	nt
Cc1nc2scc(C)n2c(=O)c1S(=O)(=O)Nc1cccc(C(F)(F)F)c1	nt	?	0.0%
OCCN1CCOCCN(CCO)CCOCC1	-4.2%	-14.1%	4.8%
O=C(CN1CCCCCC1)Nc1ccc([N+](=O)[O-])cc1Br	0.9%	?	9.4%
Cc1cc(C)cc(NC(=O)Cn2c(=O)n(-c3cc(C)cc(C)c3)c(=O)c3oc4ccccc4c32)c1	nt	?	0.0%
COc1ccc(CCn2c(=O)c3cccnc3n(Cc3ccc([N+](=O)[O-])cc3)c2=O)cc1OC	1.9%	16.4µM*	0.0%
O=C(NCC1(c2ccccc2)CCCC1)c1ccccc1Br	3.4%	?	2.7%
C=CCNC(=O)C(=O)NCC1CCCN1S(=O)(=O)c1cccs1 (stereo not given)	2.5%	-5.1%	-7.0%
CCn1c(SCC(=O)NC2=NCCS2)nnc1C(C)NC(=O)c1ccc(Cl)cc1 (stereo not given)	-1.3%	-1.6%	nt
O=C1c2ccccc2C(=O)N1c1cccc(-c2csc(Nc3ccc4c(c3)OCO4)n2)c1	2.7%	nt	4.4%
Cc1cc(F)ccc1NC(=S)NCCc1ccccc1	-5.6%	-10.9%	1.4%[56.1 µM]
Cc1ccc(NC(=O)CCC(=O)Nc2ccc(C)cc2)cc1	-10.9%	-1.9%	1.9%
Cc1scc(C(=O)N2CCN(c3ccc(Cl)cc3)CC2)c1C	1.3%	?	0.0%
CCN(CC)C(=O)COC(=O)c1cc(-c2ccc(OC)cc2)nc2ccccc12	19.9%	?	-12.1%
COc1cc2[nH]c(=O)n(CCCCCC(=O)NC3CCCC3)c(=O)c2cc1OC	2.0%	?	13.6%
Cc1cc(C)n(C(=O)c2ccc([N+](=O)[O-])c(Cl)c2)n1	1.8%	5.2%	-2.2%
Cn1c(=O)c2c(nc(CN3CCOCC3)n2CCCO)n(C)c1=O	1.2%	-6.2%	4.8%

Source: PubChem (National Center for Advancing Translational Sciences (NCATS))
